Screening data: PubChem BioAssay, several laboratories
CHOP inh – CHOP inhibition in unfolded protein response | 3.8% of 220,000 active | CHO-K1 CHOP-promoter luciferase, tunicamycin-induced, 15-18 h | inhibition, % at 10 µM;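 active = compounds that reduced the stress-induced luciferase reporter signal by more than about 70% of percent inhibition, limit read from the data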;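 note: 0% = tunicamycin plus vehicle and 100% = wells without tunicamycin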
TNF death inh – TNF-alpha cell death inhibition in Jurkat FADD-/- cells | activation (protection from cell death), % at 10 µM | 0.068% of 220,000 active | Jurkat FADD-/- TNF necroptosis rescue, ATP luminescence, 24 h; 0 = TNF only, 100 = no-TNF cells | AID 463075;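 active = activation, meaning protection from cell death, of at least 50% relative to plate controls; inactive = activation below 50%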;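 note: necroptosis triggered by 40 ng/mL TNF-alpha added together with compound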
zVAD death inh – blocks zVAD induced death of L929 cells; L929 zVAD necroptosis rescue, ATP luminescence, 24 h; with zVAD 60 µM; viability rescue, % at 10 µM; 0.38% of 220,000 active; AID 1377;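 active = activation, scaled between plate controls, above about 75%, limit read from the data; inactive = activation under that limit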;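 note: 0% = zVAD with DMSO and 100% = DMSO alone without zVAD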
EP2 antag – inhibitors of human EP2 prostaglandin E2 receptor; C6 glioma cells expressing human EP2, cAMP TR-FRET; cells stimulated with saturating PGE2; inhibition, % at 25 µM; P43116; 0.52% of 260,000 active; AID 1422;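 active = percent inhibition above 40 after rounding to a whole number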;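 note: rat C6 glioma host cells with rolipram phosphodiesterase inhibitor present; the protocol text gives 20 µM as final concentration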
Target sequence (P43116 whole entry, looked up): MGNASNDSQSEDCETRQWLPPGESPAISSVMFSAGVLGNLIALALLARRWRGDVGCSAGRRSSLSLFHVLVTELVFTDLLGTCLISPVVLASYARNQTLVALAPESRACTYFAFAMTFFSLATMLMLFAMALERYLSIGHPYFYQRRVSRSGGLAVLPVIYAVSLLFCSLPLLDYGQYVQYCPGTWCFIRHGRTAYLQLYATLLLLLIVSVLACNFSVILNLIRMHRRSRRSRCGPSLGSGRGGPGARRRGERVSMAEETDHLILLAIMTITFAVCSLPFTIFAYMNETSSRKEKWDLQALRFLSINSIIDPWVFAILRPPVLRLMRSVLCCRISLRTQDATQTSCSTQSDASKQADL
Wee1 degr inh – inhibitors of human Wee1 degradation. P30291. HeLa Luc-Wee1K328M stability, luciferase luminescence; 100% = proteasome inhibitor MG132 effect. reporter increase, % at 5 µM. 1.2% of 220,000 active;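 active = activation above the mean of all tested compounds plus 3 SD, set per screening run, cut at about 8.8% in these data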;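 note: cells exposed to compound for 20 h before luminescence read; 0% = DMSO alone and 100% = MG132 at 30 µM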
Target sequence (P30291 whole entry K328M): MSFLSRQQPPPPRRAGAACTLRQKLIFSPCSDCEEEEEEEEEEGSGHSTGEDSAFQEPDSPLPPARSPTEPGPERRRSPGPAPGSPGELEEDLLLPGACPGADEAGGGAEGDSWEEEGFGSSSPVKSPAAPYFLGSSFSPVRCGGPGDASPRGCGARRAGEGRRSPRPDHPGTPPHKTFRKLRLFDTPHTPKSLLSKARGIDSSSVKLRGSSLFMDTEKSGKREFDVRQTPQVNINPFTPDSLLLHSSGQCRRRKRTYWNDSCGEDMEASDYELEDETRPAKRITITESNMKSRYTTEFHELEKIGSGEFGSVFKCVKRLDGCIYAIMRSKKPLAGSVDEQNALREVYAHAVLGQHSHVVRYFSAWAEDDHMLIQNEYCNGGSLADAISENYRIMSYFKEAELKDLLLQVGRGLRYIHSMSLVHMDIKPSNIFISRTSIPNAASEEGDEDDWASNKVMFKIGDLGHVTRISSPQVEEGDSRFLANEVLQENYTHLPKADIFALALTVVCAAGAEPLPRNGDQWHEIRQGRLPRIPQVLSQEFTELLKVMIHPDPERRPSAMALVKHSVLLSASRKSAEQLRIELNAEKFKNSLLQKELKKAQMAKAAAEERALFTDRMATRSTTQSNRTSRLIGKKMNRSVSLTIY
FXIa inh 1536 – factor XIa (human) inhibition | AID 798 | inhibition, % at 5 µM | P03951 | 0.14% of 220,000 active | purified FXIa, Boc-Glu-Ala-Arg-AMC fluorogenic substrate;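 active = inhibition of at least 40%; inactive = inhibition below 40%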;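 note: fluorescence of freed AMC excited at 355 nm; 0% = enzyme without compound and 100% = no enzyme blank; many of its hits are not listed in these tables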
TbHK1 inh – T. brucei hexokinase 1 inhibition; recombinant TbHK1, G6PDH-coupled NADH A340; 0.11% of 220,000 active; inhibition, % at 10 µM; AID 1430;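 active = inhibition of 50% or more in the single-dose primary screen; inactive = inhibition below 50%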
PPC-1+TRAIL kill – kills PPC-1 cancer cells in the presence of TRAIL; PPC-1 cells + TRAIL, ATPLite viability luminescence; cell killing (% activity), % at 4 µM; 0.41% of 220,000 active;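 active = cell killing above 50% in the first pass at 4 µM, then a duplicate retest at 5 µM averaging 50% or more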;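 note: plate controls were cells with TRAIL plus DMSO for no effect and medium-only wells lacking cells for full effect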
FXIIa inh 1536 – blocks human coagulation factor XIIa protease activity; 0.3% of 220,000 active; purified FXIIa, Boc-QGR-AMC fluorogenic substrate, 2 h; inhibition, % at 5 µM; in the data active = inhibition above about 40%;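 note: 0% = enzyme with no compound and 100% = blank without enzyme; many of its hits are not listed in these tables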
Starred values were filed as active, the others as inactive; · = not tested or not shown; & = joins results of further samples.

SMILES	CHOP inh	TNF death inh	zVAD death inh	EP2 antag	Wee1 degr inh	FXIa inh 1536	TbHK1 inh	PPC-1+TRAIL kill	FXIIa inh 1536
C/C(=N\O)C(=O)NCc1ccccn1	23	-1.4	0.1	12	4	-1	0	21	12
CNc1nc(Cl)nc(NC(C)(C)C)n1	20	-3.1	1.7	14	1	-26	-3	20	7
CN1Cc2cc(C(=O)c3cc(Cl)cc(CSc4ncccn4)c3O)cnc2NC1=O	·	-16	-0.5	6	-5	0	-8	7	2
O=C(c1ccccc1)c1ccc(OCCn2cnc3ccccc3c2=O)cc1	22	0.2	0.4	8	-1	6	-8	22	17
COC(=O)c1cccc(NC(=O)Cc2nc(-c3ccccc3)sc2-c2ccc(C)cc2)c1	31	2.2	1.3	13	0	10	-5	12	21
COc1cc2c(cc1OC)C(c1ccncc1)CC(=O)N2 (stereo not given)	-8	-2.0	0.3	11	0	1	-13	22	11
CCN1CCN(c2nc(Nc3cccc(F)c3)nc(N)c2[N+](=O)[O-])CC1	4	2.9	-1.1	6	-3	3	-33	10	9
Cc1ccc(-c2ncccc2OC(=O)C23CC4CC(CC(C4)C2)C3)cc1	64	-3.2	0.0	·	0	-1	-6	19	11
CN1CCN(c2ccccc2NC(=O)c2cccc(OCc3ccccc3)c2)CC1	78*	4.6	1.2	7	1	2	3	16	14
CCOCCc1nnc(NC(=O)c2cccs2)s1	23	-0.5	0.1	9	-1	-8	-17	-17	6
COc1cc(C(=O)Oc2ccccc2/C=N/NC(=O)c2ccc(Cl)cc2Cl)cc(OC)c1OC	65	-16	3.3	9	4	0	-5	43	10
COC(=O)c1ccc(OCCn2cnc3ccccc3c2=O)cc1	4	3.2	-2.1	6	5	5	6	2	15
C#CCNc1c2c(nc3ncnn13)CC(C)CC2 (stereo not given)	2	-1.2	-1.1	11&2	4	2	7	-4	12
O=C(CN1N=C(c2ccccc2)CCC1=O)NCCCN1CCc2ccccc2C1	19	0.9	-0.6	6	-2	6	-3	27	12
CSc1ncccc1C(=O)OCC(=O)N(C)C	2	0.0	1.0	7	-3	0	0	2	9
CC(C)COc1ccc(C(=O)OC2CC(C)(C)OCC2CN(C)C)cc1 (stereo not given)	71*	-7.8	-0.5	12	5	-2	5	23	7
CCc1nnc(NC(=O)c2sc3nc4c(cc3c2N)CCCCC4)s1	-32	2.7	1.9	8	-1	-8	-43	49	-4
Clc1cnc(N/N=C/c2ccco2)c(Cl)c1	-3	19	0.3	6	3	15	-17	38	27
Cc1ccc(Nc2nc(-c3c(C)nc4ccccn34)cs2)cc1	85*	-21	-0.3	9	-1	4	-16	-1	13
CCC(CC)c1nnc(NC(=O)C2CC(=O)N(c3ccc4c(c3)OCCO4)C2)s1 (stereo not given)	20	0.9	2.0	10	2	2	-7	-3	1
CC(=O)C1C(c2ccccc2OC(F)F)NC(=O)NC1(O)C(F)(F)F (stereo not given)	-4	1.8	-0.6	·	1	-11	38	4	1
CCOC(=O)C1CCN(C(=O)c2ccccc2N(C)S(C)(=O)=O)CC1	23	-1.2	0.0	7	-1	1	-4	13	15
CC(=O)c1cccc(NC(=O)CCNS(=O)(=O)c2cccc3nsnc23)c1	-12	0.6	-0.1	5	0	-1	-10	5	8
COc1cccc(N2C(=O)C3NN=C(C(=O)CN4C(=O)c5ccccc5C4=O)C3C2=O)c1 (stereo not given)	3	2.7	0.2	3	-1	-4	-22	-1	2
CCOc1ccc(-n2c(-c3ccco3)n[nH]c2=S)cc1	6	0.1	0.6	·	1	2	-3	-4	12
COc1ccc(NC(=O)C(C)NS(=O)(=O)c2ccccc2)cc1Cl (stereo not given)	-8	0.3	0.1	12	-2	-12	5	3	5
CCOC(=O)N/N=C/c1ccccc1F	-9	-2.7	-0.3	·	-1	-7	-1	7	3
Cc1nc2n[nH]c(N)c2c2c1CCCC2	2	0.6	1.0	4	-1	-3	-2	7	0
COc1ccc(C(=O)NC(=S)NCc2ccc(-c3nc4ccccc4o3)cc2)cc1OC	-2	-2.7	-0.3	6	-3	0	-23	20	10
COc1ccc(C(C)=O)cc1CN1C(=O)C(C)N(c2ccc(C)cc2)C1=O (stereo not given)	12	-0.6	0.7	6	-2	21	-4	3	25
O=C(CCc1ccccc1)NNC(=O)c1ccccc1Br	-13	0.3	0.1	2	-3	4	3	-2	6
CSc1ccc(C(=S)N2CCN(CCO)CC2)cc1	6	1.2	0.1	-13	-1	-2	6	2	3
COCCNC(=O)COc1ncnc2scc(-c3ccc(F)cc3)c12	21	0.6	2.9	5	-2	-3	0	-12	4
N#C/C(=C\c1cccc(Oc2ccccc2)c1)C(=O)N1CCOCC1	13	-2.5	-0.4	10	-1	0	-1	-2	10
N#Cc1ccc(CSc2nnc(NC(=O)CN3C(=O)C4CC=CCC4C3=O)s2)cc1 (stereo not given)	41	0.4	0.9	12	-2	-14	3	12	7
O=C(NCc1cccs1)C(=O)NCC1OCCCN1S(=O)(=O)c1cccs1 (stereo not given)	-9	1.3	1.0	11	-2	-8	-5	4	2
CC1CCc2nn(CC(=O)NCCN3CCCCC3C)cc2C1 (stereo not given)	2	-0.8	-0.5	5	-2	-10	1	1	-2
Cc1ccc(N(CN2C(=O)c3ccccc3C2=O)C(=O)c2ccc([N+](=O)[O-])cc2[N+](=O)[O-])cc1	3	2.2	1.9	6	-1	-5	-9	22	7
CCOC(=O)c1c(Cl)c(C)nn1-c1nc(OC)cc(OC)n1	22	-0.5	0.6	3	0	10	1	12	0
CCC1=C2CC[C@H]3C(=O)N(CC)C(=O)[C@H]3[C@H]2[C@@]2(Cc3ccccc3)C(=NCCOC)OC(=O)N2C1=O	9	-0.1	0.2	20	·	3	-1	-8	10
NS(=O)(=O)c1cc(C(=O)OCC(=O)c2ccccc2)c(Cl)cc1Cl	-6	0.6	0.5	-1	0	-3	-4	-2	2
Cc1ccn2c(NC(C)(C)C)c(-c3cccs3)nc2c1	-12	-0.2	-0.4	10	0	-3	-7	8	4
O=C(c1ccccc1)N1CCN(C(=S)NCc2ccc3c(c2)OCO3)CC1	5	1.9	0.4	3	2	6	7	13	10
CN(C)CCCNC1CS(=O)(=O)CC1O (stereo not given)	0	1.7	1.2	20&8	-2	0	35	17	15
O=C(NCc1ccccc1)c1cc(-c2cccs2)on1	20	2.4	2.9	11	3	4	5	7	-1
CN1CCc2nc(SC(C(=O)O)c3ccccc3)c(C#N)c(-c3cccs3)c2C1 (stereo not given)	-5	-1.2	1.1	13	-2	13	-35	27	6
O=c1oc2c(-c3cccc(F)c3)cc(O)cc2s1	-7	-1.5	-0.8	4	4	2	21	17	5
Cc1onc(-c2c(F)cccc2Cl)c1C(=O)N1C=CC(C(F)(F)Cl)=NCC1	14	-2.7	-0.3	3	-1	0	-14	4	-1
Fc1ccc(NC(=S)Nc2ccc(Cl)cc2Cl)cc1	-7	-1.3	-0.5	0	-1	-1	0	-22	14
Cc1cc(N2CCC(C)CC2)nc2ccc(N3C(=O)CCC3=O)cc12	-17	2.0	9.7	21	1	5	-16	32	11
COc1cc2c(cc1NC(=O)CSc1ccc(C)cc1)oc1ccccc12	-12	0.4	1.2	7	-1	-2	-2	-6	6
CCCCNc1nc(=S)n(-c2ccccc2)c(C)c1C(C)=O	7	-1.5	2.3	7	-3	-9	-15	12	8
Cc1ccc2c(c1)C(c1ccc(N3CCOCC3)cc1)=NNC(c1cccs1)=N2	-12	0.3	2.4	6	1	3	-22	4	23
c1ccc2c(c1)Nc1ccncc1S2	32	0.1	3.0	2	1	-6	-12	3	5
CCCC(=O)NC(=S)Nc1ccccc1N1CCOCC1	10	3.0	1.0	6	2	-7	-3	25	-2
Cc1cc(C)n2nc(C(=O)OCC(=O)N3CCC3)nc2n1	25	1.1	2.3	7	-1	4	-1	20	8
C=C(C)c1cccc(C(C)(C)NC(=O)N2CCN(c3ccc(OC)cc3)CC2)c1	38	1.3	1.6	13	-2	6	33	-8	15
CNC(=O)CCSc1ccc(C)cc1	2	-2.0	0.5	8	1	1	-2	-10	11
Cc1ccc(-c2csc(NC(=O)c3cccc([N+](=O)[O-])c3C(=O)O)n2)cc1	-18	0.6	-1.4	8	1	5	10	26	8
COc1ccc(CNC(=O)COc2ccc(C(=O)c3ccc(F)cc3)cc2)cc1	-9	1.3	-0.2	8	-1	7	25	18	10

(cont.)
SMILES	CHOP inh	TNF death inh	zVAD death inh	EP2 antag	Wee1 degr inh	FXIa inh 1536	TbHK1 inh	PPC-1+TRAIL kill	FXIIa inh 1536
CC(C)N(C)C(=O)CCc1nnc(CCc2c[nH]c3ccccc23)o1	45	-0.3	-0.3	4	4	-1	-7	10	5
Cc1ccc(S(=O)(=O)n2nnc3ccccc32)c(C)c1C	17	-0.1	2.0	13	1	-3	2	-5	-6
O=C(CN1CCOCC1)Nc1ccc2c(c1)CCC2	5	0.8	-0.2	2	2	-3	-13	13	7
CC(C)(C)n1cnnc1Sc1ccc([N+](=O)[O-])cn1	13	10	-1.0	11	3	5	-24	9	10
COc1cc(OC)c(-n2c(C)cc(C=O)c2C)cc1Cl	-6	-0.9	-0.5	2	-1	-2	24	29	8
CC(C)NC(=O)c1ccc(C(C)C)cc1	11	1.8	-0.6	7	-3	-1	-5	30	7
CCOC(=O)c1cn(CC)c2cc(N3CCCCC3)c(F)cc2c1=O	·	-0.9	0.6	21	-2	·	-13	·	·
N#Cc1cc(Oc2ccc3ccccc3c2)c(-n2nnc3ccccc32)cc1C#N	27	-9.2	0.1	7	1	-9	-1	24	8
CC1=NN(C(=O)c2ccc(Cn3nc(C)c([N+](=O)[O-])c3C)cc2)C(O)(C(F)(F)F)C1 (stereo not given)	17	-0.9	0.5	5	-1	-5	-4	0	10
O=C(Nc1ccc(Cl)c(Cl)c1)N1N=CCC1c1ccccc1 (stereo not given)	38	97*	79*	3	-4	1	11	33	7
COc1ccc(C(C(=O)NC2CCCC2)N(C(=O)c2ccoc2C)c2ccc(C)c(C)c2)cc1 (stereo not given)	4	-0.5	-0.6	10	4	-4	4	12	-1
O=C(C1CCN(S(=O)(=O)N2CCC3(CC2)OCCO3)CC1)N1CCN(Cc2ccccc2)CC1	-11	-4.4	0.0	5	-2	-2	4	7	-4
O=C(O)CSc1nnc(-c2ccccc2)o1	19	0.6	0.0	8	-2	-5	15	2	-8
COc1ccc(C2C(C(=O)Nc3cccc(C)n3)c3ccccc3C(=O)N2C)cc1 (stereo not given)	12	-0.7	-0.5	5	-1	0	-2	2	12
Cc1cccc(NC(=O)CSc2nnnn2-c2cccnc2)c1	11	-3.3	-0.2	7	1	0	6	13	2
Cc1c(C(=O)NCc2ccc(F)cc2)c(-c2ccccc2)nn1-c1ccccc1	34	0.8	1.4	13	1	6	-3	-9	4
CCCn1nc(NC(=O)C2CCCO2)c2cc3cccc(C)c3nc21 (stereo not given)	23	0.5	0.5	13	-1	1	-2	-1	3

Results in PPC-1+TRAIL kill (5 entries from above):
| Molecule | PPC-1+TRAIL kill |
| --- | --- |
| Cc1ccn2c(NC(C)(C)C)c(-c3cccs3)nc2c1 | 8 |
| O=C(c1ccccc1)N1CCN(C(=S)NCc2ccc3c(c2)OCO3)CC1 | 13 |
| CN(C)CCCNC1CS(=O)(=O)CC1O (stereo not given) | 17 |
| O=C(NCc1ccccc1)c1cc(-c2cccs2)on1 | 7 |
| CN1CCc2nc(SC(C(=O)O)c3ccccc3)c(C#N)c(-c3cccs3)c2C1 (stereo not given) | 27 |

An excerpt; count on the stated rates, not on these rows.
